Myeloid diff 2: compounds promoting myeloid differentiation. ER-HoxA9 myeloid progenitors, lysozyme-GFP differentiation, flow cytometry. 360,000 tested, 1% active. AID 624256. calls only at 10 µM;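 active = normalized GFP-positive differentiation at or above the plate's own cutoff, the solvent-only control mean plus 3 SD; inconclusive = no clear call, values can overlap the other calls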;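 also: cells exposed to compound for four days before flow analysis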
HIV peptide binding: inhibitors of HIV fusion peptide binding, primary screen, biochemical, uHTS, fluorescence dequenching (AID 1986); cell-free peptide binding, fluorescence dequenching, 30 min; higher % means a stronger effect; one-dose inhibition, % at 20 µM; IC50 in µM for titrated hits; 290,000 tested, 0.3% active; in the data active = inhibition mostly above about 52%, no sharp cut-off; inactive = mostly below about 76%; also: some results filed as inactive read as strong as hits
HEK293 NOD2/NF-kB: inhibition of NOD2-driven NF-kB reporter – cell-based, luminescence, uHTS, HEK293 (AID 1566); HEK293 NOD2/NF-kB luciferase reporter, luminescence; higher % means a stronger effect; inhibition, % at 4 µM; hits with a dose series show EC50 in µM; 290,000 tested, 0.63% active; also: many of its hits are not listed in these tables
Siah-1 displacement: blockers of Siah-1 interaction with plectin peptide – biochemical, fluorescence polarization, rhodamine-plectin, uHTS, primary screen (AID 1817). Siah-1 / rhodamine-plectin peptide fluorescence polarization; higher % means a stronger effect. displacement, % at 20 µM, or IC50 in µM where a hit was titrated. 290,000 tested, 0.02% active;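 active = displacement of at least 50% at 20 µM, with a fluorescence ratio check between 0.3 and a set limit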;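 also: plate controls were Siah plus tracer with DMSO for no effect and tracer alone without Siah for full effect; strong numbers were not always called active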
NOD1 inhibition: inhibition of NOD1-driven NF-kB reporter – cell-based, luminescence, uHTS, primary screen (AID 1578) | NOD1-driven NF-kB luciferase reporter cells, luminescence; higher % means a stronger effect | inhibition, % at 4 µM, or EC50 in µM where a hit was titrated | 290,000 tested, 1% active; in the data active = inhibition mostly above about 36%, no sharp cut-off; inactive = mostly below about 34%;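 also: HEK-293T reporter cells stimulated with the NOD1 agonist gamma-tri-DAP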
PhoP inhibition: PhoP-dependent GFP reporter repression – Salmonella Typhimurium, primary screen (AID 1863); S. Typhimurium PhoP-regulated promoter GFP reporter, 4 h; higher % means a stronger effect; one-dose inhibition, % at 50 µM; IC50 in µM for titrated hits; 300,000 tested, 0.16% active;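 active = inhibition over 29.93%, a cutoff 3 SD above the screen mean, later confirmed by dose response; inconclusive = inhibition over 29.93% but no dose response follow-up; inactive = inhibition at most 29.93% or unconfirmed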;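 also: 0% = low Mg2+ inducing control and 100% = high Mg2+ repressing control; strong numbers were not always called active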
KOR beta-arrestin-1: KOR agonists, beta-arrestin recruitment, primary screen, cell-based, luminescence, uHTS (AID 1777) | activation, % at 10 µM; hits with a dose series show EC50 in µM | 280,000 tested, 0.02% active | KOR beta-arrestin recruitment, luminescence; higher % means a stronger effect; in the data active = activation above about 50%, passing the limit was not always enough; also: a part of the inactive calls stands beside numbers as strong as those of hits
KOR beta-arrestin-2: kappa opioid receptor blockers – cell-based, luminescence, uHTS (AID 1778) | inhibition, % at 10 µM, or IC50 in µM where a hit was titrated | KOR beta-arrestin recruitment, luminescence, antagonist mode; higher % means a stronger effect | 290,000 tested, 0.091% active; also: strong numbers were not always called active
LYP phosphatase: inhibitors of LYP phosphatase, biochemical, fluorescence intensity, uHTS (AID 1779). one-dose inhibition, % at 11.5 µM; IC50 in µM for titrated hits. recombinant LYP phosphatase, fluorescence intensity; higher % means a stronger effect. 290,000 tested, 0.054% active;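 also: plate controls were vehicle with enzyme for no effect and no enzyme for full effect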
Myeloid diff 2 GFP+ MAC1+ %: second read-out of Myeloid diff 2, no call of its own (marks repeat the call); GFP+ MAC1+ double positive, %; measured here: differentiation confirmed by MAC1 staining
Starred values were filed as active, the others as inactive; i = inactive; ? = inconclusive; . = not tested or not shown; + = active, no number; & = joins results of further samples; [ ] = another dose, or the depositor's remark. Rule as the data show it, unless noted: active = inhibition above about 50%; inactive = the rest.

Second line of a record – Myeloid diff 2	Myeloid diff 2 GFP+ MAC1+ %	HIV peptide binding	HEK293 NOD2/NF-kB	Siah-1 displacement	NOD1 inhibition	PhoP inhibition	KOR beta-arrestin-1	KOR beta-arrestin-2	LYP phosphatase
1) CCC(=NCCCN(CC)CC)c1c(O)n(C2CCCCC2)c(=O)[nH]c1=O
    i	0.7	1.7%	4.6%	3.2%	-14.2%	-1.2%	2.9%	7.2%	-0.5%
2) CN1C[C@H](CO)C[C@@H]2c3cccc4[nH]cc(c34)C[C@H]21
    i	0.6	-0.5%	12.7%	-8.9%	8.0%	4.8%	-5.1%	-17.1%	-6.3%
3) COc1ccc(N2CCN(C(=O)c3ccc(CNS(=O)(=O)c4ccc(C)cc4)cc3)CC2)cc1
    i	0.5	0.4%	.	-0.6%	7.09µM*	1.6%	-5.0%	-51.4%	-15.9%
4) C=CCN1C(=O)NC(=O)/C(=C\c2ccc(-c3ccccc3[N+](=O)[O-])o2)C1=O
    i	0.5	-0.2%	0.8%	-2.3%	25.4%	9.0%	-2.9%	-17.0%	-0.6%
5) C=C(C)CN1CC[C@]23c4c5ccc(O)c4O[C@H]2c2[nH]c4ccccc4c2C[C@@]3(O)C1C5
    .	.	-3.1%	2.1%	2.4%	-9.7%	-2.6%&-6.2%	9.6%	37.9%	-3.7%
6) CCOC(=O)c1c(C)[nH]c(C(=O)C(C)N2CCCC2)c1C (centres undefined)
    i	0.2	1.2%	16.5%	3.6%	-19.1%	-8.3%	5.2%	13.9%	-5.9%
7) COc1ccc(-c2nn(CCC#N)cc2C(=O)O)cc1
    i	0.5	0.8%	15.3%	3.5%	-11.8%	1.1%	-5.7%	-14.9%	-8.2%
8) CCNc1ccc(P(=S)(N(C)C)N(C)C)cc1
    i	7.7	-0.4%	8.2%	3.2%	-17.7%	-7.0%	-2.4%	5.6%	3.1%
9) CC(C)(C)NC(=S)N1CCn2cccc2C1c1cccnc1 (centres undefined)
    i	0.3	2.9%	9.0%	19.7%	-24.8%	7.1%	-1.8%	6.4%	-2.9%
10) CCOC(=O)C1C(=O)NC2(C)CC1c1cc(OC)ccc1O2 (centres undefined)
    i	9.5	1.5%	3.7%	0.9%	-4.0%	-5.5%	5.4%	-8.6%	-4.6%
11) COc1cc(Br)c(CNCCc2ccc3c(c2)OCO3)cc1OC
    i	0.9	3.6%	-7.7%	13.5%	2.6%	3.2%	3.0%	-38.3%[20 µM]	-10.0%
12) O=C1NC(=S)NC(=O)C1=Cc1ccc(OCC(=O)N2CCCC2)cc1
    i	0.0	3.8%	3.3%	-3.3%	-17.1%	8.2%	-5.7%	24.4%	-5.1%
13) CCN1C(=O)C(=C2C=C(C)OC(C)=C2)C(=O)N(CC)C1=S
    i	0.5	0.8%	23.3%	-5.0%	-40.3%	1.9%	-2.2%	-4.7%	-4.5%
14) Cc1cc(/C=C2\C(=O)NC(=O)N(c3ccc(Cl)cc3)C2=O)c(C)n1-c1sc2c(c1C#N)CCCC2
    i	0.2	64.4%	3.4%	8.4%	19.7%	20.0%	1.2%	27.1%	2.4%
15) C=CP(=O)(O)c1ccccc1
    i	0.6	-0.3%	16.0%	0.2%	4.7%	-13.4%	-8.3%	21.2%	-10.6%
16) CCC12CN3CC(CC)(CN(C1)C3c1cccnc1)C2=O (centres undefined)
    i	1.0	0.3%	6.3%	2.7%	-3.8%	-6.0%	0.0%	21.9%	-7.3%
17) C=CCN1C(=O)NC(=O)/C(=C/c2ccc(OCC(=O)Nc3ccc(C)cc3)cc2)C1=O
    i	0.6	0.2%	14.3%	-0.9%	-1.4%	3.6%	4.3%	-16.2%	-4.6%
18) Cc1ccnc(-n2c(C)cc(C=C3C(=O)N(C)C(=S)N(C)C3=O)c2C)c1
    i	1.1	2.0%	4.6%	-2.4%	-7.9%	-7.5%	4.8%	-8.4%	-1.4%
19) O=c1c2ccccc2nc(CN2CCOCC2)n1-c1ccccc1F
    i	0.9	-2.0%	4.9%	-8.9%	4.5%	-5.0%	-7.0%	-49.0%	-3.6%
20) CCOc1cc(C2NCc3ccccc3-n3cccc32)ccc1O (centres undefined)
    i	0.4	-4.0%	14.1%	-1.7%	-3.2%	12.7%	-6.7%	24.7%	-4.7%
21) COc1cccc(C2(O)CCN(Cc3ccncc3)CC2)c1
    i	0.1	-0.2%	13.4%	-9.1%	2.5%	-9.0%	.	-3.5%[20 µM]	-6.8%
22) CCOC(=O)c1ccc(N2C(=O)CC(N3CCC(C#N)(c4ccccc4)CC3)C2=O)cc1 (centres undefined)
    i	0.8	-1.2%	5.6%	1.4%	-6.6%	1.0%	-4.5%	18.8%	-6.0%
23) CCn1c(=O)n(CC(=O)N2CCC3(CC2)OCCO3)c(=O)c2ccccc21
    i	0.8	-0.4%	-5.8%	3.9%	-33.4%	10.5%	2.8%	-5.0%	-3.9%
24) Cc1nn(Cc2ccccc2Cl)c(C)c1C(=O)OCC(=O)NC1CCCC(C)C1C (centres undefined)
    i	0.2	-1.8%	-8.1%	7.9%	-5.6%	0.9%	-1.7%	9.4%	3.5%
25) CSCc1nnc2n1-c1ccc(Cl)cc1C(c1ccccc1)=NC2
    i	2.0	2.4%	19.2%	6.7%	-16.4%	-3.9%	-1.2%	.	-5.0%
26) CCN1c2nc3c(C)cccn3c(=O)c2CC2(C(=O)N(C)C(=O)N(C)C2=O)C1C (centres undefined)
    i	0.5	-2.3%	-3.3%	3.8%	.	-8.1%	-3.0%	33.7%	5.6%
27) O=C1CN=C(c2ccccc2)c2oc3ccc(Br)cc3c2N1
    i	0.9	-1.8%	8.9%	8.8%	15.6%	-7.8%	-2.6%	10.8%	-4.2%
28) CCN1CCN(S(=O)(=O)c2ccc(Cl)c(C(=O)Nc3ccc(C(=O)N(CC)CC)cc3)c2)CC1
    i	0.6	0.9%	15.6%	-0.3%	-33.4%	-3.1%	2.8%	-4.5%	-0.7%
29) CCC(C)N1Cc2ccccc2C1=N (centres undefined)
    i	1.3	3.1%	7.9%	2.6%	-10.4%	9.2%	-2.8%	9.8%	-11.5%
30) O=C(N/N=C/c1ccc([N+](=O)[O-])o1)c1cc2ccccc2o1
    i	2.8	31.4%	10.5µM*	54.7%	7.3µM*	-11.3%	1.3%	-28.6%	1.0%
31) C[C@]12CCC(=O)C(O)=C1CC[C@@H]1[C@@H]2CC[C@]2(C)C(=O)CC[C@@H]12
    i	2.1	-0.4%	14.4%	-2.3%	-45.4%	-0.6%	-1.1%	-13.1%	-5.4%
32) c1ccc(CN2CCN(Cc3ccc4ccccc4c3)CC2)cc1
    i	0.8	1.8%	-42.4%	0.2%	-31.4%	13.9%	0.4%	1.2%[20 µM]	-10.1%
33) COc1cc2c(cc1OC)CN(c1ccc([N+](=O)[O-])c(C(F)(F)F)c1)CC2
    i	0.0	-1.3%	-26.5%	-1.7%	34.3%	-1.4%	-0.9%	16.7%	3.0%
34) CCCCn1c(O)c(C(C)=NCc2cc(OC)cc(OC)c2)c(=O)[nH]c1=O
    +	2.3*	2.9%	-2.5%	-4.7%	-7.1%	-4.9%	2.1%	-10.5%	1.5%
35) Nc1nonc1-n1nnc(C(=O)N/N=C/c2ccc(OCc3ccc(F)cc3)cc2)c1COc1ccccc1
    i	0.5	0.4%	-31.0%	7.5%	-13.3%	-0.3%	4.7%	-33.6%	-6.4%
36) O=C(c1ccc2c(c1)N(Cc1ccc(F)cc1)CCS2)N1CCC2(CC1)OCCO2
    ?	.	0.5%	27.3%	-3.8%	3.7%	-4.3%	4.7%	-33.6%	-3.9%
37) ON1C2CCCCC2N(O)C1c1ccccc1F (centres undefined)
    i	0.3	4.4%	-2.2%	1.7%	-14.5%	3.1%	2.3%	-31.0%	-5.4%
38) N=C1C(c2ccccc2)=C(O)CN1Cc1ccco1
    i	8.2	-1.2%	8.2%	0.1%	-0.5%	11.5%	-4.2%	25.6%	4.4%
39) O=C(OCC(=O)c1ccc([N+](=O)[O-])cc1)/C(=C\c1ccc(Cl)cc1)NC(=O)c1ccccc1
    i	3.1	-0.7%	-5.1%	-0.3%	-37.4%	3.6%	-3.5%	-2.5%	4.5%
40) COCCNCCOc1ccc(C(C)(C)c2ccccc2)cc1
    i	0.0	-2.0%	28.4%	-6.0%	-7.9%	11.0%	4.4%	-4.2%	-3.1%
41) CCCCn1c(N)c(C(=O)OCC2CCCO2)c2nc3ccccc3nc21 (centres undefined)
    i	1.4	-2.7%	-2.9%	-6.1%	10.8%	-0.6%	-2.3%	-60.6%	-11.3%
42) CCN1CC2([N+](=O)[O-])CC=C(Cl)C([N+](=O)[O-])(C1)C2 (centres undefined)
    i	0.9	0.6%	28.7%	-3.5%	-23.4%	-1.3%	-2.9%	5.2%[20 µM]	-14.9%
43) CN(C)C(=O)Oc1cccc(-c2cn3cc(Cl)ccc3n2)c1
    i	2.2	3.2%	-34.1%	-0.8%	-25.9%	-25.7%	7.0%	1.8%	-6.8%
44) CCOc1ccc(C2C(C#N)=C(N)Oc3c2c(=O)oc2ccccc32)cc1 (centres undefined)
    i	0.7	-0.9%	14.4%	-2.7%	1.6%	-10.8%	-1.3%	-15.4%	-8.4%
45) O=C(c1ccccc1F)c1cn(CC(=O)N2CCCC2)c2ccccc12
    i	0.9	1.6%	-11.0%	-2.0%	14.7%	-2.8%	12.8%	-13.5%	-2.1%
46) CC(=NCc1ccco1)c1c(O)n(-c2ccccc2)c(=O)[nH]c1=O
    i	1.8	-0.3%	6.8%	-6.8%	4.6%	7.5%	-1.6%	-15.2%	-8.4%
47) COc1cccc2sc(N(CCCN(C)C)C(=O)CCS(=O)(=O)c3ccccc3)nc12
    ?	.	1.7%	.	-0.5%	8.24µM*	6.2%	-4.7%	82.5%	-12.5%
48) O=C1C=C(c2ccccc2)C[C@H](c2cccs2)[C@H]1n1nnc([N+](=O)[O-])n1
    i	3.8	3.1%	11µM*	-2.2%	9.57µM*	-4.0%	5.4%	3.6%	-3.9%
49) Cc1ccc(-n2c(/C=C/c3ccccn3)nc3ccccc3c2=O)cc1
    i	0.7	0.3%	-55.2%	0.4%	-2.0%	.	5.2%	-6.7%	2.9%
50) COc1ccc(OC)c(N2C(=O)NC(=O)/C(=C/c3ccc([N+](=O)[O-])s3)C2=O)c1
    i	0.1	37.0%	1.9%	20.5%	17.5%	-1.9%	-2.1%	-0.9%	2.7%

Retrieved one by one from above, two records:
Second line of a record – Myeloid diff 2	Myeloid diff 2 GFP+ MAC1+ %	HIV peptide binding	HEK293 NOD2/NF-kB	Siah-1 displacement	NOD1 inhibition	PhoP inhibition	KOR beta-arrestin-1	KOR beta-arrestin-2	LYP phosphatase
24) Cc1nn(Cc2ccccc2Cl)c(C)c1C(=O)OCC(=O)NC1CCCC(C)C1C (centres undefined)
    i	0.2	-1.8%	-8.1%	7.9%	-5.6%	0.9%	-1.7%	9.4%	3.5%
15) C=CP(=O)(O)c1ccccc1
    i	0.6	-0.3%	16.0%	0.2%	4.7%	-13.4%	-8.3%	21.2%	-10.6%

From PubChem

A portion of the library; the hit share may differ from the screen's.
